From PubChem BioAssay
Polio RdRp inh – poliovirus RNA polymerase inhibition | poliovirus polymerase elongation, fluorescence polarization; active compounds read low | P03300 | 150,000 tested, 0.66% active | AID 588519 | % elongation, % (compound at 16.7 µg/mL); in the data active = % elongation below about 90%; also: some results filed as inactive read as strong as hits
Target sequence (P03300 1749-2209 limits assumed): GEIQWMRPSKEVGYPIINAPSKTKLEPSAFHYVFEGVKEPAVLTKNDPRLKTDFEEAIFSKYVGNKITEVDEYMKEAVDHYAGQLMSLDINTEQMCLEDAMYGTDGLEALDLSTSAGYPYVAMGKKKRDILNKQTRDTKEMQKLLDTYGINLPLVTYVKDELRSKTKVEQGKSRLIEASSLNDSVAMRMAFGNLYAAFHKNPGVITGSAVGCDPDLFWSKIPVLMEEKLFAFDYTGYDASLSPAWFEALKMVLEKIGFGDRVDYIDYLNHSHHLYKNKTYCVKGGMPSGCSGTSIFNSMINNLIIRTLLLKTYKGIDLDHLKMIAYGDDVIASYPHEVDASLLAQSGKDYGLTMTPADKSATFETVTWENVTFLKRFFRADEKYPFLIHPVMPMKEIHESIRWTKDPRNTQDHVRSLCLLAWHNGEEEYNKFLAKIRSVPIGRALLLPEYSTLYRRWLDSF
Polio RdRp inh FP z-score – also measured in Polio RdRp inh; calls as there; z-score; measured here: FP z-score; hits read low
* marks the source's active call; other numbers are inactive results.

Results follow in this order: Polio RdRp inh FP z-score, Polio RdRp inh
COc1ccc(-c2c3c([nH]c(=O)c2C#N)-c2ccccc2CC3)cc1
 : 0.2, 102
Cc1oc(-c2ccccc2)cc1C(=O)NC(C)C12CC3CC(CC(C3)C1)C2 (centres undefined)
 : -0.1, 102
O=c1c2ccccc2nc(Sc2ncccn2)n1-c1ccc(OC(F)F)cc1
 : 0, 102
CCC(c1nnnn1Cc1ccccc1)N1CCN(c2cccc(Cl)c2)CC1 (centres undefined)
 : 0.1, 102
Clc1ccc2c(c1)c1cc(Cl)ccc1n2CN1CCCCC1
 : -0.7, 100
COc1ccccc1-c1nc(SCC(=O)c2ccccc2)n[nH]1
 : 0.8, 108
COc1ccc2oc(=O)cc(-c3cc4ccccc4o3)c2c1
 : 1.1, 105
CC/C(C)=N/Oc1nc(NC(=O)NS(=O)(=O)c2ccccc2Cl)nc(N(C)C)n1
 : -1.1, 97
Cc1nc(-c2ccc(C)c(S(=O)(=O)N3CCC(C(=O)Nc4ccc(Cl)cc4)CC3)c2)no1
 : 0, 106
CCCC(C)NC(=O)N1CCOCC1 (centres undefined)
 : 0.7, 108
O=C(CSc1nccn1-c1cccc(Cl)c1)Nc1ccccc1
 : -0.6, 100
COc1ccc(N(Cc2cccs2)C(=O)c2ccc(OC)c(Cl)c2)cc1
 : -0.1, 105
CCNC(=S)N1CCN(C(=O)c2ccco2)CC1
 : -0.9, 100
CN(CC(=O)N1CCc2ccccc2C1)c1ccccc1
 : -1.2, 98
N#C/C(=C/c1ccc(C(=O)O)cc1)C(=O)Nc1ccccc1
 : 0.1, 100
O=C(c1ccccc1F)N1CCNCC1
 : 0.4, 107
CCOc1ccc(-c2cc3nc(C4CCN(C(=O)OC(C)(C)C)CC4)c(C(=O)Nc4ccc(C)cc4Cl)cn3n2)cc1
 : 0.3, 108
CCCC(=O)c1c(O)c2ccccc2oc1=O
 : 1.1, 104
O=C(O)C1C2C=CC(O2)C1C(=O)Nc1cccc(C(F)(F)F)c1 (centres undefined)
 : 0.1, 105
COC(=O)c1sc(NC(=O)c2cc3c(s2)CCCC3)nc1C
 : 0.2, 101
CCN(c1ccc(OC)cc1)S(=O)(=O)c1ccc2[nH]c3c(c2c1)CCCCC3
 : -0.1, 107
c1ccc(-c2nnc(COc3ncnc4c3cnn4-c3ccccc3)o2)cc1
 : 0.2, 105
NC(=O)c1cc(S(=O)(=O)N(CCc2ccncc2)CC2CCCO2)cs1 (centres undefined)
 : 0.8, 102
CCc1ccccc1NC(=O)Cc1c(C(=O)O)[nH]c2ccc(Cl)cc12
 : -0.4, 104
Cc1cc(C)nc(SCC(=O)c2c[nH]c3ccccc23)n1
 : 0.4, 104
CCCCn1c(SCC(=O)Nc2ccccc2C(F)(F)F)nc2ccsc2c1=O
 : -0.9, 100
COc1cccc(C2=NN(C(=O)c3ccccc3Cl)C(c3ccco3)C2)c1 (centres undefined)
 : -0.2, 99
CC(C)(C)NC(=S)NN1C2CSC1CS2
 : 0.5, 104
Cc1cccc(N2CCN(C(c3ccc(F)cc3)c3nnc(-c4ccccc4)o3)CC2)c1C (centres undefined)
 : -0.9, 102
CCOC(=O)CN1CC23C=CC(O2)C(C(=O)NCc2ccc(F)cc2)C3C1=O (centres undefined)
 : 0.2, 101

No new results follow: entries from further up.
Results follow in this order: Polio RdRp inh FP z-score, Polio RdRp inh
Cc1cccc(N2CCN(C(c3ccc(F)cc3)c3nnc(-c4ccccc4)o3)CC2)c1C (centres undefined)
 : -0.9, 102
CCOC(=O)CN1CC23C=CC(O2)C(C(=O)NCc2ccc(F)cc2)C3C1=O (centres undefined)
 : 0.2, 101

(continued)
Results follow in this order: Polio RdRp inh FP z-score, Polio RdRp inh
CC1(C)CC(=O)C(N=Nc2cccc(F)c2C#N)=C(O)C1
 : 0.1, 102
Cc1ccc(C#N)c(=O)n1CC(=O)Nc1ccccc1C(F)(F)F
 : 0.1, 104
CCOc1ccc(Cn2nnc(C(=O)Nc3cccc(SC)c3)c2N)cc1
 : -0.9, 102
Cc1cc(C)nc(Nc2ccc(O)cc2)n1
 : -0.1, 101
CCOC(=O)c1ccccc1NC(=O)CCc1nc(-c2ccc(C)cc2)no1
 : -1.5, 100
CCCNc1nc2ccccc2s1
 : 0.2, 102
CC(=O)N1c2c(cc(Br)cc2S(=O)(=O)Nc2ccccc2C)CC1C (centres undefined)
 : 0.1, 105
Cn1cc(S(=O)(=O)N2CCc3ccccc32)cc1C(=O)Nc1ccc(C(F)(F)F)cc1
 : -0.4, 104
CCOC(=O)c1cc(-c2ccc(OC)c(S(=O)(=O)N(C)Cc3ccccc3)c2)on1
 : 0.4, 102
C=CCNc1nc(C(=O)OCC2COc3ccccc3O2)cs1 (centres undefined)
 : -0.5, 99
O=C(Cn1c(=O)n(-c2cccc(Cl)c2)c(=O)c2sc3ccccc3c21)N1CCCC1
 : 0.9, 107
CSc1ccc(C=C(C#N)C#N)s1
 : -2.5, 95
CC1C(=O)ON(c2ccccc2)C(=O)N1C (centres undefined)
 : -0.3, 101
Cc1ccc(C)c(S(=O)(=O)NCCc2csc(-c3ccc(Cl)cc3)n2)c1
 : 0.6, 109
Cc1nc2ccccn2c(=O)c1NC(=O)c1cccc(F)c1
 : 0.2, 109
Cc1cccc(Cn2c(=O)n(-c3cc(C)cc(C)c3)c(=O)c3oc4ccccc4c32)c1
 : 0.5, 109
CC(=O)Oc1cccc(C(=O)N(C(C)C)C(C)C)c1
 : 0.5, 103
CSc1nsc(SCC(=O)c2ccccc2)n1
 : 1, 103
COc1ccc(OC)c(-c2noc(NCCc3ccc(Cl)cc3)n2)c1
 : -0.3, 101
Cc1ccccc1-n1c(=O)c2c3c(sc2n2cnnc12)CCCC3
 : 0.4, 113
O=C(NC(CC(=O)N1CCN(C(=O)c2ccco2)CC1)c1ccccc1)c1ccccc1Cl (centres undefined)
 : 0.2, 103
COc1nccc(N)n1
 : 0, 102
CC1C(c2ccc(Cl)cc2)=[N+]([O-])C(C)(C)N1O (centres undefined)
 : -0.4, 100
CCN1CCCC1CNC(=O)c1ccc2c(c1)N(Cc1cccc(Cl)c1)C(=O)c1ccccc1S2=O (centres undefined)
 : 0, 100
O=S(=O)(NCCc1nc(-c2ccc(Cl)cc2)no1)c1ccc(F)cc1
 : -0.9, 100
Cc1cc(=O)[nH]c(NCCO)n1
 : 0.6, 103
CSc1sc(C)cc1/C=N/O
 : 0.2, 106
CCn1nc(N)c2c(O)[nH]c(=O)cc21
 : -13*, 40*
CN(C)S(=O)(=O)c1cccc(C(=O)NC2=NCCS2)c1
 : 0.5, 107
COc1ccc(Cl)cc1-c1nnc(SCC(=O)NC2CC3CCC2C3)o1 (centres undefined)
 : -0.9, 100

Record cards (already shown). Order of screens: Polio RdRp inh FP z-score, Polio RdRp inh
`CSc1ccc(C=C(C#N)C#N)s1` as listed: -2.5, 95
`C=CCNc1nc(C(=O)OCC2COc3ccccc3O2)cs1` (centres undefined) as listed: -0.5, 99
`CCN1CCCC1CNC(=O)c1ccc2c(c1)N(Cc1cccc(Cl)c1)C(=O)c1ccccc1S2=O` (centres undefined) as listed: 0, 100

Three compounds already listed, sorted by heavy-atom count, largest number first.
Results follow in this order: Polio RdRp inh FP z-score, Polio RdRp inh
O=S(=O)(NCCc1nc(-c2ccc(Cl)cc2)no1)c1ccc(F)cc1
 : -0.9, 100
COc1ccccc1-c1nc(SCC(=O)c2ccccc2)n[nH]1
 : 0.8, 108
Cc1cc(=O)[nH]c(NCCO)n1
 : 0.6, 103

The listing picks up; the three compounds before the break are reprinted first.
Results follow in this order: Polio RdRp inh FP z-score, Polio RdRp inh
CCn1nc(N)c2c(O)[nH]c(=O)cc21
 : -13*, 40*
CN(C)S(=O)(=O)c1cccc(C(=O)NC2=NCCS2)c1
 : 0.5, 107
COc1ccc(Cl)cc1-c1nnc(SCC(=O)NC2CC3CCC2C3)o1 (centres undefined)
 : -0.9, 100
Cc1cc(C)c(C(=O)NCc2ccco2)c(C)c1C(=O)NCc1ccco1
 : 0.4, 104
Cn1c(=O)cc(OCC(=O)NC2CCCCC2)c2ccccc21
 : -0.8, 99
CCOc1ccc(-c2csc(NC(=O)Cc3ccccc3)n2)cc1
 : 0.3, 102
CCn1c(CCl)nc2cc(C(=O)O)ccc21
 : -3, 81
Cc1ccccc1NC1=NCCS1
 : 0.2, 102
CCSc1ncc(Cl)c(C(=O)N(Cc2ccc(N(C)C)cc2)Cc2ccco2)n1
 : -0.6, 105
Cc1cc(NC(=O)C2CC(=O)N(C(C)(C)C)C2)no1 (centres undefined)
 : -0.3, 101
CC(C)(C)OC(=O)N1CCC(c2c(C(=O)N3CCN(C(=O)c4ccco4)CC3)cnn2-c2ccccc2)CC1
 : -0.5, 103
COc1ccc(CCNc2ncnc3c2cnn3-c2cc(Cl)ccc2C)cc1
 : 0.7, 111
COC(=O)c1cn(CCC#N)nc1-c1cccs1
 : -0.9, 100
CCOC(=O)c1c(NC(=O)CN2CCCCC2)sc2c1CCCC2
 : 0, 102
CCc1ccccc1NC(=O)CC1CS(=O)(=O)CC1CC(=O)Nc1ccccc1CC (centres undefined)
 : 0.5, 103
CCOc1ccccc1NC(=O)c1sc2nc(C)cc(C)c2c1N
 : 0.6, 108
Cc1nnc(N(Cc2ccco2)C(=O)c2cccc(C#N)c2)s1
 : 0.1, 101
CCc1ccc(NC(=O)c2ccc(F)c(S(=O)(=O)N(C)C3CCCCC3)c2)cc1
 : 0.7, 111
COc1ccc(N=Cc2c(O)n(C3CCCCC3)c(=O)n(C3CCCCC3)c2=O)cc1
 : 0.2, 100
CC1=C(C(=O)Nc2ccccc2)C(c2ccccc2)n2ncc(C(=O)Nc3ccccc3)c2N1 (centres undefined)
 : 1.1, 105
Cc1nn(CC(=O)Nc2ccc(C(C)C)cc2)c(=O)c2c(C)n(-c3ccc(Cl)cc3)nc12
 : -0.9, 104
O=C(Cc1coc2ccc3ccccc3c12)N1CCN(c2ccccc2)CC1
 : -0.6, 99
FC(F)(F)Oc1ccc(N=Cc2ccsc2)cc1
 : -0.4, 100
CCN1C(=O)/C(=c2\s/c(=C3\Sc4ccc(OC)cc4N3C)c(=O)n2Cc2ccccc2)N(C)C1=S
 : 0.6, 104
COC(=O)c1ccc(Cn2nc(-c3ccc(C)cc3)ccc2=O)cc1
 : 0.7, 109
CCCOc1ccc(C(=O)Nc2ccc3oc(-c4ccc(N(C)C)cc4)nc3c2)cc1
 : -0.5, 99
CN(C(=O)N1CCN(c2ccccn2)CC1)c1ccccc1
 : 0.3, 101
O=C(CN1C(=O)COc2ccc(S(=O)(=O)N3CCOCC3)cc21)N1CCN(c2ccc(F)cc2)CC1
 : -0.2, 104
O=S(=O)(Nc1ccccc1C(F)(F)F)c1ccc2c(c1)CCO2
 : 0, 104
Cn1c(=N)sc2ccccc21
 : 0.2, 103
CC12CCC(CC1=NNC(=O)CSc1nc3ccccc3o1)C2(C)C (centres undefined)
 : -0.2, 102
CN(C1CCCCC1)S(=O)(=O)c1ccc2c(c1)c(=O)c(C(=O)NCc1ccccc1Cl)cn2C
 : 0.6, 108
O=C(NCCCc1nc2ccccc2n1Cc1ccccc1Cl)C1CCCCC1
 : 0.5, 110

Next part
Results follow in this order: Polio RdRp inh FP z-score, Polio RdRp inh
CN1CCN(S(=O)(=O)c2ccc(NC(=O)c3ccc(Br)s3)cc2)CC1
 : -3.2, 95
COc1ccc(/C=C2\C(=N)N3N=C(N4CCOCC4)SC3=NC2=O)cc1
 : 1.4, 103
Cc1[nH]c2ccccc2c1-c1nc2ccccc2[nH]c1=O
 : 0.6, 106
COC(=O)c1c(O)cc(=O)[nH]c1N
 : -0.7, 99
Clc1ccc(-c2nc(N3CCCCC3)c3ccccc3n2)cc1
 : 0, 101
O=C1COc2ccc(C(=O)CSC(=S)N3CCCC3)cc2N1
 : -3.3*, 81*
Cc1ccc(S(=O)(=O)C2(C(=O)N3CCN(c4cccc(Cl)c4)CC3)CC2)cc1
 : -0.1, 99
CCSc1nc2sc3c(c2c(=O)n1CC)CCCC3
 : 0, 100
O=C(CCC(=O)N1CC2CCCN2c2ccccc21)NCc1ccc(Cl)cc1 (centres undefined)
 : 0.2, 104
CCOC(=O)c1ccccc1NC(=O)CSc1nc(=O)[nH]c2c1CCCC2
 : 0.2, 107
Cn1nnnc1SCCCNCc1ccccc1OCc1ccccc1Cl
 : -1.1, 102
CCC(=O)N1CCc2cc(S(=O)(=O)NC(Cc3ccccc3)C(=O)Nc3cccc(OC)c3)ccc21 (centres undefined)
 : 0.2, 105
COc1ccc2c(=O)c3c(oc2c1)C(=O)N(CCN1CCOCC1)C3c1ccccc1 (centres undefined)
 : -0.1, 101
Cc1noc(C)c1CSc1ccccc1C(=O)OCC(=O)NC1(C#N)CCCCC1
 : -0.1, 100
O=C(Nc1cc(C(F)(F)F)ccc1Cl)c1nc2ccccc2nc1N1CCCCC1
 : 1, 112
N#CCC1C(=O)Nc2ccccc21 (centres undefined)
 : 0.3, 104
O=S(=O)(c1ccc(Oc2ccc(S(=O)(=O)N3CCOCC3)cc2)cc1)N1CCOCC1
 : 0, 102
COc1cccc(C2=C(C(C)=O)Sc3nncn3N2C(C)=O)c1
 : -3.6*, 87*
CCc1ccccc1NC(=O)C(CCSC)NS(=O)(=O)c1ccc2c(c1)oc(=O)n2C (centres undefined)
 : -0.4, 105
O=c1[nH]c(=O)n(S(=O)(=O)c2ccc(F)cc2)cc1F
 : -0.5, 94

Only part of the results is shown, so the mix of outcomes need not match the whole.
